Scp-1 inhibitor: Scp-1 phosphatase inhibitors, primary screen, biochemical, colorimetric, uHTS; 0.88% of 340,000 active; Carboxy-terminal domain RNA polymerase II polypeptide A small phosphatase 1 (Homo …; Recombinant Scp1, phosphopeptide, malachite green phosphate absorbance; inhibition, % at 20 µM;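 active means inhibition above about 50% at 20 µM, limit read from the data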;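 further: plate controls were DMSO wells with enzyme for no effect and wells lacking enzyme for full effect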
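Material – SCP-1 phosphatase catalytic domain, residues 76-261 · Buffer or medium – Acidic Tris acetate buffer with magnesium and detergent · Also added – Phospho 17-mer peptide substrate · Compound – single 20 µM dose, 1% DMSO · Times – 45 min room-temperature reaction, 5 min colour, 30 min stabiliser · Technique – Phosphate-binding colour reagent, absorbance read at 630 nm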
TbMetRS inhib: T. brucei MetRS inhibitors, primary screen, biochemical, luminescence. purified T. brucei MetRS, ATP depletion, Kinase-Glo luminescence. 0.4% of 360,000 active. AID 624268, 2012. methionyl-tRNA synthetase (Trypanosoma brucei brucei). inhibition, % at 11.9 µM;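 active means inhibition above a per-plate cutoff of the control wells' mean inhibition plus 3 SD, cut at about 5.5% in these data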;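 further: 0% = DMSO wells median and 100% = median of wells with control inhibitor compound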
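Assay system: T. brucei methionyl-tRNA synthetase, purified | Medium: HEPES buffer with MgCl2, KCl, DTT, spermine, BSA, pyrophosphatase | Compound: 11.9 µM single point | Incubation: 15 min enzyme-compound preincubation, 2 h reaction, 10 min detection, 25 °C | Measured by: Kinase-Glo luciferase luminescence reporting remaining unconsumed ATP | Measure: % inhibition normalized to control-well medians | Replication: Singlicate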
DNMT1 inh: human DNMT1 methyltransferase inhibitors, primary screen, biochemical, molecular beacon, fluorescence, HinP1I cleavage, uHTS; 0.83% of 360,000 active; AID 588458, 2011; inhibition (reported as % activation of signal), % at 10 µM; DNA (cytosine-5)-methyltransferase 1 (Homo sapiens), P26358; in the data active means inhibition above about 50%
E coli Lon inh: inhibitors of E. coli Lon protease, primary screen, biochemical, fluorescence polarization; AID 602123, 2011; purified E. coli Lon protease; 0.42% of 360,000 active; P0A9M0; inhibition, % at 7.94 µM; in the data active means inhibition above about 13%, passing the limit was not always enough;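 further: 0% = enzyme with probe and DMSO and 100% = no enzyme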
Target sequence (P0A9M0 whole entry, looked up): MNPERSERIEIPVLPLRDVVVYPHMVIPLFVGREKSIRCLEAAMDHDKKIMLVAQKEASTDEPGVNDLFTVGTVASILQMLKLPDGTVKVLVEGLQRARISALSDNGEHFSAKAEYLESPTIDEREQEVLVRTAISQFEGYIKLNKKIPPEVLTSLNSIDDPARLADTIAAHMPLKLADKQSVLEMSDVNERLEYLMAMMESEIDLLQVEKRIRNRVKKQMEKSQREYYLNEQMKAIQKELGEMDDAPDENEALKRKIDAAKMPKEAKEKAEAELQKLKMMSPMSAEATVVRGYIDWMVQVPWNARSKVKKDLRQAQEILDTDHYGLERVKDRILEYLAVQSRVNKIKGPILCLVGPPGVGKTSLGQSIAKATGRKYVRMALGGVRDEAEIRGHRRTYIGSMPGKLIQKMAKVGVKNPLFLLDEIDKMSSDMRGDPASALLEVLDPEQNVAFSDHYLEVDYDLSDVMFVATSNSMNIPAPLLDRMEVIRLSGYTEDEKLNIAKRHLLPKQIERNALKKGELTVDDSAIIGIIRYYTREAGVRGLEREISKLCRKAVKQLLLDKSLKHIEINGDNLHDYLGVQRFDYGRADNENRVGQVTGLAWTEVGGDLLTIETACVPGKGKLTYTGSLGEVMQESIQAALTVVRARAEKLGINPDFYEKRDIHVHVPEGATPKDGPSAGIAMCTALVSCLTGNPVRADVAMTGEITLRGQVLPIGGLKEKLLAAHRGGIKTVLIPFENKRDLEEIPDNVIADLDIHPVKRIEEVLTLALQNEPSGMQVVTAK
SUMO1-SIM PPI: modulators of SUMO1 protein-protein interactions, primary screen, biochemical, uHTS. Small ubiquitin-related modifier 1 (Homo sapiens), P63165. SUMO1 binding to a labelled peptide, TR-FRET, 1 h. inhibition, % at 20 µM. 0.33% of 360,000 active. AID 602429, 2012; in the data active means inhibition above about 37%
Target sequence (P63165 whole entry, looked up): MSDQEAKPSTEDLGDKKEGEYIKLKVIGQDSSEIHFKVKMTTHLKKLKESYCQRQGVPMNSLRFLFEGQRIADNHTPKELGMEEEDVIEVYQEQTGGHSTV
STEP inh: STEP phosphatase inhibitors, primary screen, biochemical, fluorescence intensity, uHTS; AID 588621, 2011; Tyrosine-protein phosphatase non-receptor type 5 (Homo sapiens), P54829; 0.25% of 360,000 active; recombinant STEP, OMFP fluorogenic substrate; inhibition, % at 20 µM;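 active means inhibition at 20 µM, scaled per plate between control wells, above about 37%, limit read from the data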;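 further: 0% = DMSO with enzyme and substrate and 100% = substrate only without enzyme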
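Material: STEP (striatal-enriched tyrosine phosphatase) enzyme, cell-free | Medium: 50 mM Bis-Tris pH 6.0 with 2.5 mM DTT and 0.005% Tween 20 | Read-out: Percent inhibition scaled to no-enzyme and uninhibited-enzyme controls, plate-pattern corrected | Signal: Fluorescence read at 480 nm ex / 540 nm em | Times: 20 min reaction, room temperature, in the dark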
MsrA inh: bovine MsrA enzyme inhibitors, primary screen, biochemical, absorbance, HTS. Methionine sulfoxide reductase A (Bos taurus). purified bovine MsrA, absorbance read-out. AID 651718, 2012. inhibition, % at 15.5 µM. 0.75% of 360,000 active; in the data active means inhibition above about 4.5%;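 further: 0% = vehicle wells with enzyme and 100% = reference inhibitor wells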
MsrA act: bovine MsrA enzyme activators, primary screen, biochemical, absorbance, HTS | purified bovine MsrA, absorbance read-out | activation, % at 10.6 µM | 0.3% of 360,000 active | Methionine sulfoxide reductase A (Bos taurus); in the data active means activation above about 7.5%;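 further: 0% = vehicle and 100% = reference activator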
CendR NRP1 mod: modulators of CendR peptide binding to NRP-1, primary screen, biochemical, fluorescence polarization, uHTS | Neuropilin-1 (Homo sapiens), O14786 | FAM-RPARPAR peptide binding to NRP-1 | inhibition, % at 25 µM | 0.85% of 360,000 active | AID 602438, 2012;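 active means inhibition or corrected inhibition above about 18%, plus a signal ratio from 0.5 to 1.5, limit read from the data, passing the limit was not always enough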; further: strong numbers were not always called active
LMPTP inh: LMPTP phosphatase inhibitors, primary screen, biochemical, fluorescence intensity, uHTS. 0.22% of 360,000 active. inhibition, % at 20 µM. AID 651560, 2012. recombinant LMPTP-A, OMFP fluorogenic substrate;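 active means compounds that cut the enzyme signal by at least half of the control window in the single-dose screen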;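 further: plate controls were DMSO wells with enzyme plus substrate for no effect and substrate without enzyme for full effect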
Target sequence (P24666 whole entry, looked up): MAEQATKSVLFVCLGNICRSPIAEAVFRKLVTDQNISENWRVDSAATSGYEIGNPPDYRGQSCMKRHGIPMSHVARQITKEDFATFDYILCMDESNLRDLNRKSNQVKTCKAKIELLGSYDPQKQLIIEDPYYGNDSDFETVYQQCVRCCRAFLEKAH
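Assay system: LMPTP-A, protein tyrosine phosphatase of low molecular weight / Medium: pH 6.0 Bis-Tris buffer with DTT and Triton X-100 / Schedule: 50 min enzyme reaction at room temperature, protected from light / Measured by: endpoint fluorescence intensity from OMFP dephosphorylation / Read-out basis: % inhibition relative to no-enzyme and uninhibited control wells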
Active calls of the source: *; . = no result given; & = joins results of further samples; ! = repeats disagree. Compounds as they come. About 4.3% of those tested had a hit in this group.

SMILES	Scp-1 inhibitor	TbMetRS inhib	DNMT1 inh	E coli Lon inh	SUMO1-SIM PPI	STEP inh	MsrA inh	MsrA act	CendR NRP1 mod	LMPTP inh
CCOC(=O)C(=CNc1cc(C)nn1-c1ccc(C)cc1)C(=O)OCC	1	-0.8	5	6	-3	-13	1.0	-12	5	-0.6
O=C(O)c1occc1CSc1ccccc1	-5	-0.5	3	0	1	0	1.1	-1	-5	-1.4
COc1ccc(CCNc2nc(-c3cccc(NC(C)=O)c3)cs2)cc1OC	-4	-0.3	-9	0	-5	2	-0.8	-4	9	1.0
COc1ccc(S(=O)(=O)N2CCC(C(=O)N[C@@H](C)C(=O)NCc3ccccc3OC)CC2)cc1	-5	-0.5	0	4	11	-2	-0.7	-3	17	-0.5
COc1cc(CN(C)Cc2ccccc2)cc(OC)c1O	3	0.0	1	-5	2	-2	1.5	-3	-8	-1.1
C[C@H](CO)N1C[C@H](C)[C@@H](CN(C)C(=O)NC2CCCCC2)Oc2c(NC(=O)Cc3ccccc3)cccc2C1=O	-11	-0.2	5	1	0	-3	1.1	-2	2	-1.8
COc1ccc(Oc2ncccc2NC(=O)c2cccc(C)c2C)cc1	-9	0.7	-2	-8	4	-3	-1.2	1	2	-1.6
N#CCCN(Cc1cccnc1)S(=O)(=O)c1ccc(S(=O)(=O)NC2CCCCC2)cc1	-7	0.2	2	1	-2	-4	-0.3	-6	-7	-2.5
O=C(Nc1nnc(Cc2c[nH]c3ccccc23)s1)c1ccc(Cl)cc1Cl	-12	3.4	-32	-26	13	-7	1.1	-11	-25	2.1
CCCN(C(=O)c1ccccc1Cc1ccccc1)C1CCS(=O)(=O)C1 (centres undefined)	1	-0.5	2	-4	3	0	-1.4	-1	1	-0.5
CCOc1cc(Br)ccc1S(=O)(=O)N1CC(C)OC(C)C1 (centres undefined)	-1	-0.4	2	11	3	-4	-1.1	-2	4	-0.2
CC(=O)Oc1ccc(C(=O)NC(C)CCc2ccccc2)cc1 (centres undefined)	-4	-1.2	2	7	1	-1	-1.1	-4	4	1.1
O=C(NCc1cccnc1)c1ccc(CS(=O)(=O)c2ccc(Cl)cc2)o1	0	-0.3	5	-4	2	-5	0.5	0	4	1.9
Cc1ccc(C(=O)CSc2nnc(CNc3ccc(F)cc3)o2)cc1	12	0.3	-4	1	1	0	0.4	-1	-5	0.0
CCONC(=NC)c1nonc1N	-10	-0.5	5	7	-3	-3	0.1	-2	-15	-2.1
C/C(CCC1CC(C)(C)OC1=O)=N\NC(N)=S (centres undefined)	-7	-0.2	2	-7	2	9	0.8	-1	2	-1.0
CCOC(=O)C1CCCN(CCC(=O)Nc2ccc(Br)cc2)C1 (centres undefined)	-7	0.8	2	-5	2	1	-1.6	-4	-2	-2.0
Cc1cc(C)n2nc(SCc3cc(=O)oc4ccc5ccccc5c34)nc2n1	-4	-0.5	-2	14*	-14	3	0.1	-2	-6	1.3
CCc1nn(C(CC)C(=O)NCCc2ccc(OC)cc2OC)c(=O)c2cc3occc3n12 (centres undefined)	1	-0.6	-2	-7	0	0	0.3	-6	8	2.2
Cc1onc(-c2c(F)cccc2Cl)c1C(=O)N1C=CC(C(F)(F)F)=NCC1	-2	-1.9	-5	7	-2	-1	1.9	-1	6	-1.7
COc1cc2c(C#N)c(N3CCCC3)nc(N)c2c(N)n1	0&-6	-0.2&0.0	99*	-3&6	56*	18&16	0.6&1.7	-2&3	30*!	29&13
CC(=O)Nc1ccc(NC(=O)c2cc(-c3cc(C)cc(C)c3O)n[nH]2)cc1	-17	2.2	-4	2	2	0	2.3	-1	6	3.2
CC(C)NCCOCCOc1ccccc1F	8	0.1	0	0	0	0	0.0	0	-8	-1.0
CC1C(C#N)=C(SCC(N)=O)NC2=C1C(=O)CC(C)(C)C2 (centres undefined)	-3	0.2	-3	-4	-1	2	0.5	-2	-29	-0.3
N#Cc1c(N)c(C#N)c(-c2ccc3c(c2)OCO3)c2c1CCCC2	-14	-0.9	-7	-4	44*	0	-0.4	-3	-40	3.6

Single records (already shown). Order of values: Scp-1 inhibitor	TbMetRS inhib	DNMT1 inh	E coli Lon inh	SUMO1-SIM PPI	STEP inh	MsrA inh	MsrA act	CendR NRP1 mod	LMPTP inh
Profile of `C[C@H](CO)N1C[C@H](C)[C@@H](CN(C)C(=O)NC2CCCCC2)Oc2c(NC(=O)Cc3ccccc3)cccc2C1=O` → -11	-0.2	5	1	0	-3	1.1	-2	2	-1.8
Profile of `O=C(Nc1nnc(Cc2c[nH]c3ccccc23)s1)c1ccc(Cl)cc1Cl` → -12	3.4	-32	-26	13	-7	1.1	-11	-25	2.1
Profile of `CC(=O)Oc1ccc(C(=O)NC(C)CCc2ccccc2)cc1` (centres undefined) → -4	-1.2	2	7	1	-1	-1.1	-4	4	1.1
Profile of `CCONC(=NC)c1nonc1N` → -10	-0.5	5	7	-3	-3	0.1	-2	-15	-2.1
Profile of `CCOC(=O)C1CCCN(CCC(=O)Nc2ccc(Br)cc2)C1` (centres undefined) → -7	0.8	2	-5	2	1	-1.6	-4	-2	-2.0

New compounds follow.
SMILES	Scp-1 inhibitor	TbMetRS inhib	DNMT1 inh	E coli Lon inh	SUMO1-SIM PPI	STEP inh	MsrA inh	MsrA act	CendR NRP1 mod	LMPTP inh
O=C(CCCCCn1c(=O)[nH]c2ccsc2c1=O)NCc1ccc2c(c1)OCO2	-6	1.2	1	0	2	-1	1.6	0	-6	3.3
COC(=O)[C@H](Cc1c[nH]c2ccccc12)NCc1cccc(B(O)O)c1	4	0.4	4	-11	-2	-1	-0.3	-3	-4	-1.2
COc1ccc(CC(=O)Nc2ccc3c(c2)CCC3)cc1OC	-7	-0.5	-3	-14	-2	3	-0.5	-4	14	-0.3
Cc1cccc(-c2csc(NC(=O)c3cnccn3)c2C(=O)OC(C)C)c1	-2	0.2	1	-8	-1	2	1.1	-2	-29	-0.8
Cc1ccccc1N=C1NC(=O)CC(c2ccccc2)S1 (centres undefined)	-9	-1.3	0	-3	2	-1	-0.1	-4	-9	0.6
O=C(Nc1cccc2ccccc12)N1CCc2ccccc2C1	0	-0.6	2	0	-8	0	1.3	-13	7	-1.0
Cc1cc(NC(=O)CSCc2nc(-c3cccc(Cl)c3)oc2C)no1	25	-0.2	-3	-4	0	-1	0.3	-4	-4	-1.5
C=CCn1c(=NC(=O)c2cccc(N3C(=O)CCC3=O)c2)sc2cccc(OC)c21	-14	-0.3	-5	4	0	1	0.4	0	12	2.2
CC1CC(C)CN(C(=O)c2cccc3c2-c2ccccc2C3=O)C1 (centres undefined)	-8	0.6	1	0	-23	7	-0.8	0	10	-0.2
CN(C(=S)Nc1ccc(F)cc1)C1(c2ccccc2Cl)CCCCC1=O (centres undefined)	-5	-0.8	-1	0	-1	-2	-1.1	-3	-2	0.3
CC1CCCN(C(=O)CCNC(=O)Cn2cnc3ccccc3c2=O)C1 (centres undefined)	-8	-0.9	0	7	5	-3	-0.8	-4	10	-0.4
COc1ccc(CCN2CC(C(=O)NC3CCCCC3)CC2=O)cc1OC (centres undefined)	-7	0.6	-1	-3	3	-2	-0.3	-3	3	0.3
COc1ccc(Cl)cc1NC(=O)c1cc(-c2ccco2)on1	0	0.4	3	-14	0	-1	0.4	0	-49	0.0
CCN(CC)c1ccc(/C=C2/C(=O)ON=C2C)cc1	1	-0.5	10	-259	-31	4	1.0	-2	-156	17
CCOc1ccc(C2(C)NC(=O)N(CCN(C)C)C2=O)cc1 (centres undefined)	-11	0.3	0	-11	-5	1	-1.2	-3	0	-2.9
CCN(CC)S(=O)(=O)c1ccc(C)c(NC(=S)N2CCN(C/C=C/c3ccccc3)CC2)c1	-4	-0.4	1	6	6	12	-0.2	-2	17	-0.1
CN(C)C(CNC(=O)c1cccnc1Sc1ccccc1)c1ccco1 (centres undefined)	-3	-0.2	15	4	-4	-1	1.2	1	-7	-2.8
CCC(C)NC(=O)Cn1c(=O)n(CCCCC(=O)NCc2ccco2)c(=O)c2ccccc21 (centres undefined)	0	-1.8	-1	-1	-1	-3	0.1	-3	10	0.8
Cc1ccc(C(C(=O)NCc2ccccc2)N(C(=O)c2csnn2)C2CC2)cc1 (centres undefined)	-3	-0.1	0	-2	1	2	-1.1	-1	4	-1.7
CCn1c(SC(C)C(=O)NCC2CCCO2)nc2scc(-c3ccccc3)c2c1=O (centres undefined)	-3	-0.4	3	4	0	-3	1.5	0	10	0.1
O=C(NC(=S)Nc1ccc(S(=O)(=O)N2CCCC2)cc1)C1CC1	32	-0.4	1	3	-1	0	0.1	-11	-4	-0.8
C=CCOC(=O)/C(=C\c1ccccc1)NC(=O)c1ccc(C)cc1	-6	-0.4	5	-6	-4	0	-0.5	-10	-8	-0.4
COc1ccc(Cn2c(=O)[nH]c3cc(C(=O)N4CCN(c5ccccc5)CC4)ccc3c2=O)cc1	-5	-0.2	4	6	13	0	.	-1	-1	3.1
CC(C)(C)NC(=O)NC(=O)CSc1ncn[nH]1	4	-0.5	7	6	-2	-2	-1.4	-8	-4	-0.7
COc1ccc(CNC(=O)c2ccc(C)o2)cc1	-8	0.2	1	-8	2	0	-0.2	-3	-4	-0.2
CC(C)(C)c1ccc(OCCCNCc2ccccc2)cc1	8	-0.5	3	-10	1	-4	-0.2	1	-4	-1.4
c1ccc2c(c1)nnn2-c1ncnc2sc3c(c12)CCCC3	-2	-0.1	1	-5	-1	-1	-0.5	-1	9	1.1
Cc1cc(C)nc(SCC(=O)n2c3c(c4ccccc42)CCCC3)n1	-6	-0.1	2	-4	-2	5	0.9	-4	-22	1.3
CC(C)(C)NC(=O)COC(=O)c1cc(S(=O)(=O)N2CCCCC2)ccc1N1CCOCC1	-7	-0.3	-3	-5	1	0	1.2	-4	7	0.3
Cc1cc(C(C)c2ccccc2)c(O)c(CN2CCOCC2)c1C (centres undefined)	-10	0.5	-4	-6	2	-2	-0.4	1	-6	1.1

Screening data deposited in PubChem BioAssay by several laboratories.
